SRC3 inh: SRC3 coactivator transcriptional activity inhibitors, primary screen, cell-based, luminescence. Nuclear receptor coactivator 3 (Homo sapiens), Q9Y6Q9. hit rate 0.17% among 360,000. HEK293 GAL4-SRC3 luciferase reporter. inhibition, % at 3.6 µM;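 active means inhibition above a per-campaign cutoff, the mean of all compounds plus 3 SD, cut at about 60% in these data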;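 further: 0% = DMSO-treated cells and 100% = gossypol-treated cells at 36 µM; higher means less SRC3-driven luciferase light from the GAL4 reporter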
TRAIL sens C8: viability loss with TRAIL in NB7+C8 cells, primary screen, TRAIL sensitizer project, cell-based, ATPlite luminescence. inhibition (viability loss, TRAIL sensitization), % at 10 µM. hit rate 1% among 360,000. AID 624354, 2012;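 active means compounds causing at least 50% loss of cell viability in the single-dose screen, relative to plate controls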
EBV LMP1 NFkB: EBV LMP1-driven NF-kappaB luciferase reporter inhibitors, primary screen, cell-based, luminescence, single point; LMP1-induced NF-kappaB luciferase reporter cells; inhibition, % at 12.5 µM; hit rate 0.69% among 350,000; in the data active means inhibition above about 41%;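 further: 0% = neutral control wells and 100% = reference inhibitor control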
SRC2 inh: inhibition of GAL4-SRC2 driven luciferase reporter, primary screen, SRC2 inhibitor project, cell-based, luminescence | HEK293 GAL4-SRC2 luciferase reporter | inhibition, % at 9 µM | hit rate 0.17% among 370,000;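 active means inhibition above the mean inhibition of all tested compounds plus 3 SD, set per campaign, cut at about 52% in these data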;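 further: 0% = DMSO treated cells and 100% = cells given Gossypol at 36 µM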
Vif imaging: HIV Vif self-association inhibitors, primary screen, imaging, HEK293T, single point. inhibition, % at 7.49 µM. HEK293T cells, Vif self-association by quenched fluorescence, 24 h. AID 602346, 2012. hit rate 0.35% among 340,000; in the data active means inhibition above about 50%, passing the limit was not always enough; further: some results filed as inactive read as strong as hits
NCOA1 inh: SRC1 coactivator transcriptional activity inhibitors, primary screen, cell-based, luminescence. Nuclear receptor coactivator 1 (Homo sapiens), Q15788. HEK293 GAL4-SRC1 luciferase reporter. hit rate 0.12% among 360,000. AID 588354, 2011. inhibition, % at 3.6 µM;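 active means inhibition above the campaign mean plus 3 SD, with each screening campaign given its own cutoff, cut at about 60% in these data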;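 further: 0% = DMSO treated cells and 100% = gossypol at 36 µM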
TROY signal inh: inhibitors of TROY-driven NF-kB signaling, primary screen, Q293 LMP1-TROYcd cells, NF-kB luciferase, uHTS. inhibition, % at 10 µM. hit rate 0.98% among 360,000. AID 1347056, 2019. Q293 LMP1-TROYcd NF-kB luciferase reporter, 4 h;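 active means compounds whose plate-normalised and pattern-corrected inhibition of the luciferase reporter signal at the single screening dose is 50% or more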
COUP-TFII inh: NR2F2 transcriptional activity inhibitors, primary screen, cell-based, luciferase reporter, HEK293T, luminescence; inhibition, % at 8.6 µM; COUP transcription factor 2 (Homo sapiens), P24468; hit rate 0.7% among 370,000; HEK293T NGFI-A luciferase reporter;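 active means inhibition above a per-plate cutoff, mean inhibition of test wells between control levels plus 3 SD, cut at about 38% in these data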;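 further: cells cotransfected with COUP-TFII expression vector driving the NGFI-A reporter; 0% = median of COUP-TF2 test wells and 100% = reporter-only cells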
Target sequence (P24468 whole entry, looked up): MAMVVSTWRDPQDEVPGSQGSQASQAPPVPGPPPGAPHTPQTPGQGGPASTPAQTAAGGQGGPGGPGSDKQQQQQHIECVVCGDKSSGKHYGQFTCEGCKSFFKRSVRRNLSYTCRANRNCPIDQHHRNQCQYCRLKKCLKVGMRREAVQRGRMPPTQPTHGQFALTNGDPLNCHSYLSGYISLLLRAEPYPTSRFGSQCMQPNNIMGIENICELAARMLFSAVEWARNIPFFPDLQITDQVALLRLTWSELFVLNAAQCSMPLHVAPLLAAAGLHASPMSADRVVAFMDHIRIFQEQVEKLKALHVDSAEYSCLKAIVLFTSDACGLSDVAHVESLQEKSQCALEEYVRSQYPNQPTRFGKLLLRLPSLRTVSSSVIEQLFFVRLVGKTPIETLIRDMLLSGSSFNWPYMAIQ
TLR9-MyD88 block: inhibitors of TLR9-MyD88 association in cells, primary screen, cell-based, CHO, BLA complementation, fluorescence | CCF4 FRET ratio | hit rate 0.21% among 340,000 | inhibition, % at 4.98 µM | Toll-like receptor 9 (Homo sapiens) + Myeloid differentiation primary response protein …;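 active means inhibition above the mean over all tested compounds plus 3 SD, cut at about 21% in these data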;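 further: 0% = DMSO only wells and 100% = clavulanate BLA inhibitor control wells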
NR5A2 inv ag: LRH-1 (NR5A2) inverse agonists, primary screen, cell-based, luminescence, HEK293T, StAR-luciferase reporter; Nuclear receptor subfamily 5 group A member 2 (Homo sapiens), O00482; inhibition, % at 3.6 µM; LRH-1 transfected, 24 h; hit rate 0.13% among 360,000;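 active means inhibition above the mean inhibition of all tested compounds plus 3 SD, cut at about 73% in these data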;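 further: 0% = DMSO wells and 100% = reporter-only cells lacking LRH-1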
NOD2 RIPK2 PPI: NOD2-RIPK2 binding disruptors in cells, primary screen, fluorescence, CHO cells, BLA complementation; inhibition, % at 4.98 µM; CCF4 ratio; AID 624267, 2012; hit rate 0.38% among 360,000; Receptor-interacting serine/threonine-protein kinase 2 (Homo sapiens), O43353; in the data active means inhibition above about 21%;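 further: 0% = vehicle only and 100% = reference blocker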
Target sequence (O43353 whole entry, looked up): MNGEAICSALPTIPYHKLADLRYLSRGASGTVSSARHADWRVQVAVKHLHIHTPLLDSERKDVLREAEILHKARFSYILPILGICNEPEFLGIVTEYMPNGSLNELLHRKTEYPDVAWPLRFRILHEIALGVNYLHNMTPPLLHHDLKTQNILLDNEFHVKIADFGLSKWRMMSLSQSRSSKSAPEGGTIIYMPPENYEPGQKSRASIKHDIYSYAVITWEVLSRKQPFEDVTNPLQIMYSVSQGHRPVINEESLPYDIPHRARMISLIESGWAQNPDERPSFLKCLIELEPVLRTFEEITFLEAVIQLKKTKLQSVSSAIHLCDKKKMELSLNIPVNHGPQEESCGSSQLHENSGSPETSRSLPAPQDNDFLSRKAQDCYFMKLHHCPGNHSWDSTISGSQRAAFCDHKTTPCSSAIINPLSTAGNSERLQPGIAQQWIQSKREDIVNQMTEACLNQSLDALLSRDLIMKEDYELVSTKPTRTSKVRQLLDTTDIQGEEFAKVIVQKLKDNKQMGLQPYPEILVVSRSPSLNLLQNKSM
Numbers without * were called inactive; i = inactive; x = no result given. This is a subset; count on the stated rates, not on these rows.

Under each structure – SRC3 inh	TRAIL sens C8	EBV LMP1 NFkB	SRC2 inh	Vif imaging	NCOA1 inh	TROY signal inh	COUP-TFII inh	TLR9-MyD88 block	NR5A2 inv ag	NOD2 RIPK2 PPI
CCN(CC)C(=O)CSc1nnc(-c2ccncc2)n1N
 : 7	-33	9	-19	-1	-4	-10	16	-4	0	-3
COc1cccc(C(C(=O)NC(C)(C)C)N(CC(C)C)C(=O)CCC(=O)Nc2cc(C)on2)c1OC (centres undefined)
 : 10	0	-9	-14	-3	2	-16	15	4	-3	-2
O=C(Nc1nccs1)c1ccc(Cl)c(S(=O)(=O)N2CCOCC2)c1
 : -18	1	0	-13	11	7	x	9	7	-18	-9
CC(Sc1ccccc1)C(=O)N1CCN(S(=O)(=O)c2ccc(Cl)cc2)CC1 (centres undefined)
 : -49	-1	-2	-15	-1	-13	3	21	-2	-5	-1
CN(CCNC(=O)c1ccc(/C=N/O)nc1)Cc1ccccc1
 : 7	-11	-1	-4	0	1	1	-18	-2	-12	-12
Cc1nc2sccn2c(=O)c1S(=O)(=O)NCc1ccccc1
 : -5	0	5	-29	-1	4	1	7	-3	4	-3
CSCC[C@H](N)C(=O)N1CCC(C(=O)N[C@H](C(=O)NCc2ccccc2F)C(C)C)CC1
 : -4	-22	5	1	-5	-4	-6	-3	-7	-2	-2
COc1ccc(Cc2nc(-c3ccc(Br)cc3)no2)cc1
 : -9	-19	-12	-10	16	-12	-15	-1	5	-9	1
COc1cc2c(cc1OC)C1(CCCC1)CNC2c1cccc([N+](=O)[O-])c1 (centres undefined)
 : 12	13	-11	3	-7	9	11	18	4	-4	-2
Cc1c(NC(=O)C(C)OC(=O)c2cccc([N+](=O)[O-])c2)c(=O)n(-c2ccccc2)n1C (centres undefined)
 : 8	-7	-7	-4	5	-6	13	-6	3	-12	-2
CC(=O)Nc1ccc(S(=O)(=O)N(C)CC(=O)Nc2ccc(Br)cc2F)cc1
 : -8	16	-1	-7	x	1	-12	-29	4	2	-3
Cc1c(NC(=O)C(C)OC(=O)CNC(=O)c2ccc(C(C)(C)C)cc2)c(=O)n(-c2ccccc2)n1C (centres undefined)
 : -7	4	11	-19	-5	-28	-41	1	-12	-23	5
CCCCn1c(SCC(=O)N2CCCC2)nc2c1c(=O)n(C)c(=O)n2C
 : 22	-7	-30	0	x	18	-3	13	-3	10	-15
COc1ccc(NC(=O)CSc2nnc3ccc(-c4cccnc4)nn23)cc1
 : 10	-4	0	-2	x	-17	8	16	-14	-9	-4
COc1ccccc1CCCNC(=O)C1CCC(=O)N(CCc2ccc(Cl)cc2)C1 (centres undefined)
 : 2	8	10	-14	-1	-1	-6	5	-10	15	7
COc1cccc(C2=NN(S(C)(=O)=O)C(c3cccs3)C2)c1 (centres undefined)
 : -27	1	-16	-34	-3	-40	-23	10	-5	-21	2
CCOC(=O)CCCSc1nc(-c2ccc3c(c2)OCO3)cc(C(F)(F)F)c1C#N
 : 12	-18	-5	-25	-9	7	12	4	-2	19	-2
CC(C)(C)c1ccc(-c2noc(CCC(=O)Nc3cccnc3)n2)cc1
 : 41	50*	78*	80*	-18	21	58*	78*	-5	37	0
CCCN(CC(=O)Nc1ccccc1C)C(=O)CCCc1c[nH]c2ccccc12
 : 11	8	-2	-38	0	-9	-17	1	5	5	0
Cc1cc(C)nc(SCc2nnc(SCC(N)=O)o2)n1
 : 11	-5	-4	-7	7	-17	8	-1	-8	12	-9
Oc1ccc(/C=N/Nc2ncc(Cl)cc2Cl)cc1
 : -32	14	-3	-54	-8	-38	-20	-30	-7	7	4
COc1c2ccccc2nc2ccccc12
 : 0	11	5	-4	-6	-13	8	12	-17	-20	-18
O=C1/C(=C\c2ccco2)SC(=S)N1C1CCS(=O)(=O)C1 (centres undefined)
 : 4	-7	x	-9	1	-2	-5	0	x	6	-6
COc1cccc(C(c2nnnn2CC2CCCO2)N2CCN(C(=O)c3ccco3)CC2)c1OC (centres undefined)
 : 7	-7	-4	2	1	10	-5	14	9	8	5
COc1ccc(NC2c3ncccc3C(=O)N2Cc2cccs2)cc1 (centres undefined)
 : -7	4	6	-1	x	-19	12	6	-6	0	-22
Cc1[nH]nc2ncc(C(=O)c3ccccc3O)cc12
 : 45	13	38	46	-33	51	49	38*	-1	18	-3
Cc1nn(CC(=O)NCC(C)c2ccccc2)c(=O)c2cc(-c3ccccc3)nn12 (centres undefined)
 : 16	-7	2	-33	-2	5	4	-14	5	-9	-3
O=S(=O)(Cc1ccccc1)N1CCN(Cc2ccc(F)cc2Cl)CC1
 : 4	-7	-8	7	-3	8	-1	5	11	9	-5
O=C(N/N=C/c1ccccc1O)C(=O)Nc1ccccn1
 : -1	8	2	-6	-3	-4	-48	-11	3	-8	1
CCC(C)[C@H](NC(=O)N1CCn2c1nc1ccccc12)C(=O)NCC1CCCO1 (some centres undefined)
 : -10	-12	2	-7	1	-9	-4	-36	-8	18	-7
FC(F)(F)c1cccc(OCCOCCn2cncn2)c1
 : 18	-2	4	-20	0	6	-1	3	2	0	-10
Cc1cccc(C(C)C)c1NC(=O)c1cccnc1
 : -4	2	13	-5	1	9	-8	-4	6	2	-3
Cc1c(NC(=O)CN2C(=O)c3ccccc3C2=O)c(=O)n(-c2ccccc2)n1C
 : -15	8	-2	24	x	1	-9	7	-6	10	3
CCCCNC(=O)c1nc(C2CCN(S(=O)(=O)c3cccc(C(F)(F)F)c3)CC2)oc1-c1ccccc1
 : 25	-16	x	2	x	11	16	14	x	0	-4
COc1ccc(Cl)c(S(=O)(=O)N2CCCC2)c1
 : 14	-6	3	-25	-4	-2	1	6	2	3	10
CSc1ccc(OC2CCN(Cc3ccccc3)CC2)cc1
 : 1	11	3	18	1	1	-22	-26	-19	-3	2
O=c1cc(-c2ccccc2)c2cc(Cl)c(O)c(CN3CCOCC3)c2o1
 : 22	1	-1	-2	2	8	19	-1	13	20	13
O=C(CCCN1C(=O)/C(=C/c2ccccc2Cl)SC1=S)NNC(=O)c1ccc(Cl)cc1
 : 12	12	21	58*	-17	19	66*	15	-10	6	-12
CCN(/C=N/c1sc2c(c1C#N)CCCCC2)CC
 : -56	9	-42	-74	-14	-70	-10	-44	-1	-129	0
COC(=O)c1cc(Br)c(=O)n(-c2cccc(F)c2)c1
 : 6	1	-7	-20	x	-7	8	8	-1	7	-1
O=c1c(O)c(-c2ccc3c(c2)OCO3)oc2ccccc12
 : 11	34	-11	6	-11	0	-44	-21	-3	9	11
CC(C)c1cccc(C(C)C)c1NC(=O)CN1C(=O)NC2(CCCC2)C1=O
 : 10	-2	7	-3	-4	-2	5	-4	0	3	7
CC12CCC(C(=O)NNc3ccccc3)(C(=O)C1=O)C2(C)C (centres undefined)
 : 19	4	-12	-12	2	1	-18	-3	-3	5	0
COc1cccc(-c2nc(CS(=O)(=O)CC(=O)NCCCN3CCc4ccccc4C3)c(C)o2)c1
 : 6	5	-1	-14	7	-5	6	2	-1	2	0
O=C1/C(=C\c2ccc(Cl)c(Cl)c2)CN(C(=O)CCN2CCOCC2)C/C1=C/c1ccc(Cl)c(Cl)c1
 : -241	93*	2	30	3	i	78*	85*	-7	61	39*

Structural class, the entries above containing a Cl atom
Under each structure – SRC3 inh	TRAIL sens C8	EBV LMP1 NFkB	SRC2 inh	Vif imaging	NCOA1 inh	TROY signal inh	COUP-TFII inh	TLR9-MyD88 block	NR5A2 inv ag	NOD2 RIPK2 PPI
O=C(Nc1nccs1)c1ccc(Cl)c(S(=O)(=O)N2CCOCC2)c1
 : -18	1	0	-13	11	7	x	9	7	-18	-9
CC(Sc1ccccc1)C(=O)N1CCN(S(=O)(=O)c2ccc(Cl)cc2)CC1 (centres undefined)
 : -49	-1	-2	-15	-1	-13	3	21	-2	-5	-1
COc1ccccc1CCCNC(=O)C1CCC(=O)N(CCc2ccc(Cl)cc2)C1 (centres undefined)
 : 2	8	10	-14	-1	-1	-6	5	-10	15	7
Oc1ccc(/C=N/Nc2ncc(Cl)cc2Cl)cc1
 : -32	14	-3	-54	-8	-38	-20	-30	-7	7	4
O=S(=O)(Cc1ccccc1)N1CCN(Cc2ccc(F)cc2Cl)CC1
 : 4	-7	-8	7	-3	8	-1	5	11	9	-5
COc1ccc(Cl)c(S(=O)(=O)N2CCCC2)c1
 : 14	-6	3	-25	-4	-2	1	6	2	3	10
O=c1cc(-c2ccccc2)c2cc(Cl)c(O)c(CN3CCOCC3)c2o1
 : 22	1	-1	-2	2	8	19	-1	13	20	13
O=C(CCCN1C(=O)/C(=C/c2ccccc2Cl)SC1=S)NNC(=O)c1ccc(Cl)cc1
 : 12	12	21	58*	-17	19	66*	15	-10	6	-12
O=C1/C(=C\c2ccc(Cl)c(Cl)c2)CN(C(=O)CCN2CCOCC2)C/C1=C/c1ccc(Cl)c(Cl)c1
 : -241	93*	2	30	3	i	78*	85*	-7	61	39*

Screening results from PubChem BioAssay.
